Pf Dd2 growth: P. falciparum Dd2 growth inhibition. SYBR Green, 72 h; hits give low values. 94,000 tested, 2.3% active. activity change, % at 10 µM; in the data active = activity change below about -80%
Tcruzi prolif: inhibitors of T. cruzi proliferation. T. cruzi beta-gal in NIH3T3, GalScreen luminescence, 90 h. inhibition, % at 8.34 µM. 77,000 tested, 5.9% active;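 active = mean inhibition above about 93%, with at least 55% of replicates each passing it, limit read from the data, passing the limit was not always enough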
C diff growth: inhibitors of Clostridium difficile growth; Clostridium difficile clinical isolate growth, OD600, 24 h; hits give low values; growth activity, negative = inhibition, % at 16 µg/mL (by protocol); 86,000 tested, 0.25% active;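 active = mean growth activity at or below -80% and every replicate also at or below -80%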;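 also: 0% = DMSO wells and -100% = levofloxacin 16 µg/mL wells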
KDM4C inh: blocks human GASC-1 (KDM4C) demethylase activity; Q9H3R0; GST-KDM4C 2-372, H3K9me3 peptide, LANCE TR-FRET; inhibition, % at 12.5 µM; 96,000 tested, 0.15% active;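 active = mean replicate inhibition above about 25%, with at least 55% of replicates also reaching it, limit read from the data, passing the limit was not always enough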
Target sequence (Q9H3R0 2-372 limits assumed): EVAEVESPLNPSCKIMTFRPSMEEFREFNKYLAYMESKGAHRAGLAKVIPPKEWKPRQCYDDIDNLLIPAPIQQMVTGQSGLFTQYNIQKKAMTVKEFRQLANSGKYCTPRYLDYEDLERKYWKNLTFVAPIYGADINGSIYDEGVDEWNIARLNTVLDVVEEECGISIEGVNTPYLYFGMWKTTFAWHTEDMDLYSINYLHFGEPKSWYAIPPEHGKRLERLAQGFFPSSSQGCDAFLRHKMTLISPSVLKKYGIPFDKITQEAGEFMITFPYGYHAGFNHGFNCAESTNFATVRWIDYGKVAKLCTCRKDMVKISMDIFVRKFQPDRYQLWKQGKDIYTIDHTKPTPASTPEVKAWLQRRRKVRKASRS
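Test system – GST-tagged GASC-1 (JMJD2C) catalytic fragment, aa 2-372 · Medium – HEPES buffer, pH 7.5, plus ascorbate · Reagent – H3K9me3 peptide with Fe(II)/2OG · Compound – one test concentration per compound · Timing – 30 min reaction, 60 min detection, RT · Technique – TR-FRET with Eu antibody and ULight streptavidin, EDTA stop · Read-out basis – inhibition from TR-FRET ratio decrease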
* = called active by the depositor; x = no result given; & = joins results of further samples. The order is random; 6.7% or so of the library scored in one or more.

SMILES	Pf Dd2 growth	Tcruzi prolif	C diff growth	KDM4C inh
CCCN1[C@@H]2c3ccc(-c4cccnc4)c(=O)n3C[C@@H]2[C@@H](CO)[C@@H]1C(=O)NCCN1CCCC1	5.4	10.6	-5.1	-1.4
COc1cccc(NC(=O)N[C@@H]2CC[C@H](CC(=O)NCc3ccncn3)O[C@@H]2CO)c1	-0.6	25.3	x	0.1
C[C@@H]1CCCCO[C@@H](CN(C)C(=O)Nc2ccc(F)cc2)[C@@H](C)CN([C@H](C)CO)C(=O)c2cc(NC(=O)c3ccccc3)ccc2O1	-19.1	22.1	-0.2	0.8
O=C(C[C@H]1CC[C@H](NC(=O)Cc2ccccn2)[C@H](CO)O1)NCCCN1CCOCC1	1.1	x	1.1	1.2
C[C@H](CO)N1C[C@H](C)[C@H](CN(C)S(=O)(=O)CC(F)(F)F)OCc2ccccc2-c2c(n(C)c3ccccc23)C1=O	7.3	85.2	-4.1	-4.4
Cc1ccc(S(=O)(=O)N(C)C[C@@H]2OCCCC[C@@H](C)Oc3ccc(NC(=O)CCCN(C)C)cc3C(=O)N([C@H](C)CO)C[C@H]2C)cc1	-76.4	10.4	x	3.9
C[C@H]1CN([C@@H](C)CO)S(=O)(=O)c2ccc(/C=C/c3ccccc3)cc2O[C@@H]1CN(C)C(=O)c1ccncc1	-7.4	81.1	-17.9	-2.4
CCCNC(=O)N(C)C[C@H]1Oc2ncc(-c3ccccc3F)cc2C(=O)N([C@@H](C)CO)C[C@H]1C	-5.3	x	-2.2	-1.6
O=C(C[C@H]1C=C[C@@H](NC(=O)Nc2cc(F)ccc2F)[C@H](CO)O1)NCCCN1CCOCC1	-14.0	-56.1	x	0.7
C[C@@H]1CN([C@H](C)CO)C(=O)Cc2cc(NC(=O)C3CCCCC3)ccc2O[C@H]1CN(C)Cc1ccc(C(F)(F)F)cc1	3.5	82.5	80.1	2.3
CCCN(C)C[C@@H]1OCCCC[C@H](C)Oc2ccc(NC(=O)Nc3ccc(C(F)(F)F)cc3)cc2C(=O)N([C@@H](C)CO)C[C@@H]1C	-87.6*	20.8	-104.9*	-0.2
C[C@H](O)C#Cc1cnc2c(c1)C(=O)N([C@@H](C)CO)C[C@@H](C)[C@H](CN(C)C(=O)c1ccccc1F)O2	x	-18.3	4.8	-0.1
O=C(Nc1ccccc1F)N[C@H]1CC[C@H](CCNS(=O)(=O)c2ccccc2)O[C@@H]1CO	-9.2	-10.0	-1.8	1.9
COc1ccccc1-c1ccc2c(c1)O[C@@H](CN(C)C)[C@@H](C)CN([C@H](C)CO)S2(=O)=O	-4.6	-3.5	-3.5	1.9
Cc1noc(C)c1S(=O)(=O)Nc1ccc2c(c1)C(=O)N([C@H](C)CO)C[C@H](C)[C@@H](CN(C)C)O2	22.8	-5.0	0.2	11.3
COc1ccc(S(=O)(=O)N(C)C[C@H]2OCCCC[C@H](C)Oc3ccc(NC(=O)CCC(F)(F)F)cc3C(=O)N([C@H](C)CO)C[C@H]2C)cc1	-72.1	65.2	-1.3	0.5
CO[C@H]1CN(C)C(=O)c2cc(NS(=O)(=O)c3ccccc3)ccc2OC[C@@H](C)N(Cc2ccccn2)C[C@H]1C	-31.9	2.1	-3.3	-2.4
CCCC#Cc1ccc([C@@H]2[C@@H](CO)N3C(=O)CN(C(=O)c4ccccn4)C[C@@H]23)cc1	12.5	x	-2.8	0.1
Cc1ccc(S(=O)(=O)N(C)C[C@@H]2Oc3c(NS(=O)(=O)c4cccs4)cccc3C(=O)N([C@@H](C)CO)C[C@H]2C)cc1	34.7	21.8	-15.5	5.7
C[C@H](O)C#Cc1cnc2c(c1)C(=O)N([C@H](C)CO)C[C@@H](C)[C@@H](CN(C)Cc1ccccn1)O2	26.7	10.2	1.4	2.2
COc1ccccc1NC(=O)N1CCCCN2[C@@H](CO)[C@@H](c3ccc(-c4cccc(C#N)c4)cc3)[C@@H]2C1	-44.8	88.8	25.4	-0.3
COc1ccc(S(=O)(=O)Nc2ccc3c(c2)C(=O)N([C@@H](C)CO)C[C@H](C)[C@H](CN(C)S(=O)(=O)c2cn(C)cn2)OCCCC[C@@H](C)O3)cc1	-4.6	-47.7	4.1	-2.0
CC(C)NC(=O)Nc1ccc2c(c1)C(=O)N([C@H](C)CO)C[C@H](C)[C@@H](CN(C)C(=O)Nc1ccc(F)cc1)OCCCC[C@@H](C)O2	14.4	-20.1	-19.6	-0.2
O=C(Nc1ccc(F)cc1)N1C[C@@H]2[C@H](c3ccccc31)[C@@H](CO)N2C(=O)Cc1cccnc1	4.9	46.5	3.0	-0.7
CC(=O)N[C@H]1CC[C@@H](CCNC(=O)C2CCC2)O[C@H]1CO	-13.2	x	0.9	-2.6

Part of the list above, with values under each structure:
The line under a structure holds: Pf Dd2 growth, Tcruzi prolif, C diff growth, KDM4C inh
COc1ccc(S(=O)(=O)N(C)C[C@H]2OCCCC[C@H](C)Oc3ccc(NC(=O)CCC(F)(F)F)cc3C(=O)N([C@H](C)CO)C[C@H]2C)cc1
→ -72.1, 65.2, -1.3, 0.5
CO[C@H]1CN(C)C(=O)c2cc(NS(=O)(=O)c3ccccc3)ccc2OC[C@@H](C)N(Cc2ccccn2)C[C@H]1C
→ -31.9, 2.1, -3.3, -2.4

(further entries)
SMILES	Pf Dd2 growth	Tcruzi prolif	C diff growth	KDM4C inh
CC(=O)N(C)C[C@@H]1Oc2ncc(C#C[C@H](C)O)cc2C(=O)N([C@H](C)CO)C[C@@H]1C	30.7	4.6	3.8	-1.3
COc1ccccc1-c1ccc([C@@H]2[C@H](C#N)N(C(=O)C3CC3)[C@H]2CO)cc1	10.8	101.8*	9.3	-6.4
OC[C@H]1[C@@H](c2ccc(C#CC3CC3)cc2)[C@@H]2CN(CCC(F)(F)F)CCCCN12	-75.8	58.7	19.8	x
CC(C)[C@@H](C)NC(=O)N(C)C[C@H]1OCc2ccccc2-c2c(n(C)c3ccccc23)C(=O)N([C@H](C)CO)C[C@@H]1C	-50.8	55.9	x	-1.6
C[C@H](CO)N1C[C@H](C)[C@H](CN(C)C(=O)c2cccc(F)c2)Oc2ncc(-c3cccnc3)cc2C1=O	-14.0	15.0	1.5	0.7
Cc1noc(C)c1S(=O)(=O)Nc1ccc2c(c1)C(=O)N([C@@H](C)CO)C[C@@H](C)[C@H](CN(C)S(=O)(=O)c1cn(C)cn1)OCCCC[C@H](C)O2	-7.1	-7.2	3.1	0.5
O=C(Cc1cccnc1)N1CC(=O)N2[C@H](CO)[C@@H](c3ccc(C4=CCCC4)cc3)[C@H]2C1	-52.0	x	4.9	1.1
COc1ccc(S(=O)(=O)N(C)C[C@H]2Oc3c(NS(=O)(=O)c4ccc(F)cc4)cccc3C(=O)N([C@H](C)CO)C[C@@H]2C)cc1	12.7	x	-6.0	0.3
COc1ccc(S(=O)(=O)Nc2ccc3c(c2)CC(=O)N([C@@H](C)CO)C[C@@H](C)[C@@H](CN(C)C(=O)Nc2ccc(C(F)(F)F)cc2)O3)cc1	8.3	22.7	15.4	-1.5
O=C(c1cnccn1)N1CC(=O)N2[C@H](CO)[C@H](c3ccc(-c4ccc(F)cc4)cc3)[C@H]2C1	-55.3	x	-5.3	-2.1
C[C@@H]1CN([C@@H](C)CO)C(=O)c2cc(NC(=O)NC3CCCCC3)ccc2O[C@@H](C)CCCCO[C@H]1CN(C)S(=O)(=O)c1cn(C)cn1	1.9	52.8	-4.9	2.5
N#Cc1cccc(-c2ccc([C@@H]3[C@@H]4CN(S(=O)(=O)c5ccc(-c6ccccc6)cc5)C[C@H]3N4)cc2)c1	-72.1	x	5.2	-59.4
CNC[C@@H]1Oc2cc(C#CC(C)(C)O)ccc2S(=O)(=O)N([C@@H](C)CO)C[C@H]1C	-10.9	19.8	-1.8	-0.7
COc1ccc(CNC(=O)C[C@@H]2C=C[C@@H](NC(=O)c3ccc4c(c3)OCO4)[C@H](CO)O2)cc1	1.2	-99.9	x	x
CNC(=O)C[C@@H]1CC[C@@H]2[C@H](COC[C@H](O)CN2S(=O)(=O)c2ccccc2Cl)O1	-9.6	x	18.1&-1.1	-1.1
C[C@@H]1CN([C@@H](C)CO)C(=O)c2cc(NS(=O)(=O)c3ccccc3)ccc2O[C@@H](C)CCCCO[C@@H]1CN(C)Cc1ccc(C(F)(F)F)cc1	-54.7	75.1	x	0.2
Cc1noc(C)c1NC(=O)Nc1ccc2c(c1)C(=O)N([C@@H](C)CO)C[C@@H](C)[C@@H](CN(C)C(=O)c1ccccc1)OCCCC[C@@H](C)O2	12.1	-19.1	4.3	0.0
O=C(Nc1ccc2c(c1)[C@@H]1C[C@H](CC(=O)N3CCCCC3)O[C@@H](CO)[C@@H]1O2)NC1CCCCC1	-7.0	x	-2.4	-1.9
COc1ccc(C#Cc2ccc3c(c2)O[C@H](CN(C)C(C)=O)[C@@H](C)CN([C@H](C)CO)S3(=O)=O)cc1	-61.2	63.3	2.0	-1.5
C[C@@H]1CN([C@@H](C)CO)C(=O)c2cc(NS(=O)(=O)c3ccc(F)cc3)ccc2O[C@@H]1CN(C)Cc1ccc(Oc2ccccc2)cc1	-5.5	76.8	27.3	-2.0
COc1cccc(-c2ccc3c(c2)O[C@@H](CN(C)CC2CC2)[C@@H](C)CN([C@@H](C)CO)S3(=O)=O)c1	-61.4	69.8	1.9	-1.6
CC(C)C#Cc1ccc2c(c1)O[C@H](CN(C)Cc1ccccc1)[C@@H](C)CN([C@H](C)CO)S2(=O)=O	-42.4	3.5	10.7	-1.0
COc1cccc(-c2ccc3c(c2)O[C@@H](CN(C)C(=O)C2CCOCC2)[C@H](C)CN([C@H](C)CO)S3(=O)=O)c1	-43.6&-9.0	82.6	7.5&-0.5	-1.6
O=C(Cc1ccncc1)N1C[C@@H]2N[C@H](C1)C2c1ccc(-c2ccncc2)cc1 (some centres not stated)	7.5&-42.3	x	-8.7&3.2	0.9&0.2
C/C=C/c1cnc2c(c1)C(=O)N([C@@H](C)CO)C[C@H](C)[C@H](CN(C)C(=O)Cc1ccccn1)O2	15.0	x	-0.2	-1.6

Whole records, quoted from the list.
Results for COc1ccccc1-c1ccc2c(c1)O[C@@H](CN(C)C)[C@@H](C)CN([C@H](C)CO)S2(=O)=O : Pf Dd2 growth = -4.6; Tcruzi prolif = -3.5; C diff growth = -3.5; KDM4C inh = 1.9
Results for O=C(C[C@H]1CC[C@H](NC(=O)Cc2ccccn2)[C@H](CO)O1)NCCCN1CCOCC1 : Pf Dd2 growth = 1.1; Tcruzi prolif = x; C diff growth = 1.1; KDM4C inh = 1.2

(continued)
SMILES	Pf Dd2 growth	Tcruzi prolif	C diff growth	KDM4C inh
O=C(c1cccnc1)N1C[C@H]2[C@@H](c3ccccc31)[C@H](CO)N2CC1CCCCC1	6.5	-6.4	7.5	0.9
C[C@@H]1CN([C@@H](C)CO)C(=O)Cc2cc(NS(=O)(=O)c3cn(C)cn3)ccc2O[C@H]1CN(C)S(=O)(=O)c1ccc(Cl)cc1	8.7	-5.3	-0.3	1.8
CO[C@@H]1CN(C)C(=O)c2ccc(NC(=O)Cc3ccccc3)cc2OC[C@H](C)N(C)C[C@@H]1C	1.7	-8.7	18.9	0.2
C[C@@H]1CN([C@@H](C)CO)C(=O)c2cc(-c3ccc(C#N)cc3)cnc2O[C@@H]1CN(C)C(=O)Nc1ccc(C(F)(F)F)cc1	-14.8	x	20.0	-1.5
CN1c2ccc(-c3ccccc3F)cc2[C@H]2[C@H](CCN2S(=O)(=O)c2ccccc2)[C@H]1CO	38.7	82.1	-4.6	1.5
C[C@@H]1CCCCO[C@@H](CN(C)Cc2ccc3c(c2)OCO3)[C@@H](C)CN([C@H](C)CO)C(=O)c2cc(NS(C)(=O)=O)ccc2O1	20.6	18.1	-3.8	0.1
C[C@H](NC(=O)C[C@H]1C=C[C@H](NC(=O)C2CCC2)[C@@H](CO)O1)c1ccccc1	-3.4	15.9	x	-0.1
CC(C)CC#Cc1ccc2c(c1)O[C@H](CN(C)S(=O)(=O)c1cccc(F)c1)[C@H](C)CN([C@H](C)CO)S2(=O)=O	-76.7	112.1*	5.4	-1.3
C[C@@H](NC(=O)C[C@H]1CC[C@H](NS(=O)(=O)c2cccc(F)c2)[C@@H](CO)O1)c1ccccc1	1.3	46.1	1.5	-1.0
C[C@@H]1CN([C@@H](C)CO)C(=O)c2c(c3ccccc3n2C)-c2ccccc2CO[C@@H]1CN(C)Cc1cccc2c1OCCCO2	-84.8*	x	17.0	-0.3
C[C@@H]1CN([C@@H](C)CO)C(=O)CCCn2cc(nn2)CO[C@H]1CN(C)C(=O)c1cc(-c2ccccc2)on1	7.2&8.5	10.9&89.3	-0.2&-9.6	-0.5
CO[C@@H](CN(C)S(=O)(=O)c1ccc(F)cc1)[C@H](C)CN(C(=O)Nc1ccccc1F)[C@@H](C)CO	8.8	41.0	x	-2.3
C[C@@H](NC(=O)C[C@@H]1CC[C@@H]2[C@H](COc3ccc(NC(=O)C4CCOCC4)cc3C(=O)N2C)O1)c1ccccc1	14.8	29.0	-5.0	-1.6
C[C@H](CO)N1C[C@H](C)[C@@H](CN(C)S(=O)(=O)c2cccs2)OCCCC[C@H](C)Oc2ccc(N(C)C)cc2C1=O	-8.5	9.8	1.5	3.6
CNC(=O)C[C@@H]1CC[C@@H]2[C@@H](COc3ccc(NC(=O)c4cc(F)cc(F)c4)cc3C(=O)N2C)O1	-1.4	-67.3	17.3	1.6

Screens (PubChem)
